hcDAF-12 act: H. contortus DAF-12 activation, primary screen | HEK293 hcDAF-12 lit1-tk-luc reporter, luminescence; 0% DMSO, 100% Δ7-dafachronic acid | activation, % at 6.8 µM | 370,000 tested, 1.4% active | AID 652067;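 active = activation above the mean of all tested compounds plus 3 SD, cut at about 5.5% in these data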;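 note: 100% = response to 3 µM Δ7-dafachronic acid high control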
DAX1 inh-1: blocks DAX1 repression of SF-1 activated StAR promoter | HEK293T StAR-luciferase reporter, SF-1/DAX-1 repression relief | inhibition, % at 6.8 µM | 370,000 tested, 1.1% active | AID 652010;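 active = inhibition above the mean over all tested compounds plus 3 SD, cut at about 3.6% in these data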;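 note: 0% = DAX-1 cells with DMSO and 100% = cells lacking DAX-1 with DMSO; higher inhibition means more luminescence from relief of DAX-1 repression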
ADAM17 inh: inhibitors of human ADAM17 | inhibition, % at 6.95 µM | 370,000 tested, 0.83% active | recombinant ADAM17, EDANS/DABCYL FRET peptide cleavage | P78536;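 active = inhibition above the mean of compounds lying between control limits plus 3 SD, set per campaign, cut at about 8.5% in these data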;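 note: 0% = DMSO-only wells as the low control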
ssDAF12 agonist: activates DAF-12 receptor from parasite S. stercoralis. HEK293 ssDAF-12/GRIP1 lit1-tk-luc reporter, luminescence; % of 3 µM dafachronic acid response. activation, % at 6.8 µM. 370,000 tested, 1% active;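 active = activation above the mean over all tested compounds plus 3 SD, cut at about 0.9% in these data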;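 note: 0% = DMSO-only wells and 100% = 3 µM delta7-dafachronic acid wells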
DAX1 inh-2: inhibits human nuclear receptor DAX1; inhibition, % at 6.75 µM; HEK293 Gal4-DAX1 luciferase reporter, luminescence; AID 504766; 340,000 tested, 0.99% active;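 active = inhibition above the mean over all tested compounds plus 3 SD, cut at about 4.2% in these data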;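 note: 0% = DAX1-transfected cells with DMSO and 100% = empty-vector control cells with DMSO; inhibition shows as a rise in luminescence from relieved DAX1 repression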
Rev-erbA mod: modulates human Rev-erb alpha binding to DNA; activity, % at 10 µM; Rev-erbα–FITC-DNA binding, fluorescence polarization, 90 min; AID 1259318; 370,000 tested, 0.79% active;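 active = activity above about 14%, limit read from the data; passing the limit was not always enough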;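 note: 0% = DMSO wells with 35 nM protein and 100% = DMSO wells with 750 nM protein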
MBD2 inh: blocks human MBD2 binding to methylated DNA; 370,000 tested, 0.31% active; TR-FRET, MBD2 binding to methylated oligonucleotide; inhibition, % at 4.4 µM; Q9UBB5; AID 686964; in the data active = inhibition above about 13%
hgDAF12 agonist: hgDAF-12 agonism, primary luciferase screen; HEK293 GAL4-hgDAF12 UAS-luciferase reporter, agonist luminescence; normalized to butyrate control; activation, % at 6.8 µM; 370,000 tested, 1.8% active;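 active = activation above a cutoff set at the mean of all screened compounds plus 3 SD, cut at about 10% in these data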;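 note: 0% = DMSO wells and 100% = sodium butyrate wells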
PLC-beta3 inh: blocks human PLC-beta3 enzyme activity; Purified PLC-beta3, fluorogenic substrate, fluorescence; Q01970; 370,000 tested, 0.18% active; inhibition, % at 12.2 µM; in the data active = inhibition above about 11%;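 note: 0% = median of compound wells on plate and 100% = full blocker control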
Target sequence (Q01970 whole entry, looked up): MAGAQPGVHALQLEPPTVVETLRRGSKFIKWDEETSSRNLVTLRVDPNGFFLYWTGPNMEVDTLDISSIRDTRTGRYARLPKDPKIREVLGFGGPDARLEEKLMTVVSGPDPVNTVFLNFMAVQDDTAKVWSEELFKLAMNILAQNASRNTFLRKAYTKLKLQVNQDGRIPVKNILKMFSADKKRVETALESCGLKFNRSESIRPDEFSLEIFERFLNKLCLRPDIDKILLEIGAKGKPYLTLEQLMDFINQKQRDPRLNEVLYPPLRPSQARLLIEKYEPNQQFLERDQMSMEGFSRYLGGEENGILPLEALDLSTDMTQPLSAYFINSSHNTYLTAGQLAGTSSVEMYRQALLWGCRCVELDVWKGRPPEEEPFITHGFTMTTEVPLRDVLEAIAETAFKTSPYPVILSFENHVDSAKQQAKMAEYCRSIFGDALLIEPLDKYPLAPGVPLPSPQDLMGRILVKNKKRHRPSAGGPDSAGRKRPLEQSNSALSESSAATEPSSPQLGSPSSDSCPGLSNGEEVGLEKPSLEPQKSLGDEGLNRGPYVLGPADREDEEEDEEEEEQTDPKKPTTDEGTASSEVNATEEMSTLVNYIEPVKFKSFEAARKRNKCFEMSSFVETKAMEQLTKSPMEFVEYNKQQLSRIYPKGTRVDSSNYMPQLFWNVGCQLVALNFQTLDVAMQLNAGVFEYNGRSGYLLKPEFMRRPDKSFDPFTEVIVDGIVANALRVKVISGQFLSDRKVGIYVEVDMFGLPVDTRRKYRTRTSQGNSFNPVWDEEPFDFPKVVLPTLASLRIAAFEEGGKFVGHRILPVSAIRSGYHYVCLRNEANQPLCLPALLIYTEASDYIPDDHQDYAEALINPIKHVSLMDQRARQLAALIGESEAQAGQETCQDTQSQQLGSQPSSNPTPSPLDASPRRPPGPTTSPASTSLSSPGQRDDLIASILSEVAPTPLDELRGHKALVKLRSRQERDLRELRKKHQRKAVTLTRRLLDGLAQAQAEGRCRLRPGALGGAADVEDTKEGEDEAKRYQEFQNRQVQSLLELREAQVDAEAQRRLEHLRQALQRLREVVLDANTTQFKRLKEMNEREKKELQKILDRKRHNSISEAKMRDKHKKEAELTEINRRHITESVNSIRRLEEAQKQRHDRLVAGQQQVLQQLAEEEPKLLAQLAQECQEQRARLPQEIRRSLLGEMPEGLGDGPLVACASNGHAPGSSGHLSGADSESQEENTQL
SMARCA2 activ: increases SMARCA2 function in MMTV reporter cells; activation, % at 9.1 µM; MG213 cells, MMTV-luciferase reporter, dexamethasone, overnight; AID 652017; 370,000 tested, 1% active; in the data active = activation above about 7.8%;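 note: 0% = vehicle wells and 100% = reference activator wells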
PLCg1 inh: inhibitors of human phospholipase C gamma1; P19174; AID 720700; inhibition, % at 12.2 µM; purified PLC-gamma1, fluorogenic substrate, fluorescence; 370,000 tested, 0.84% active; in the data active = inhibition above about 9.5%
* hit, by the source's call; i = inactive; . = no result given. Compounds as they come; about 7.4% have a hit in one of these screens.

SMILES	hcDAF-12 act	DAX1 inh-1	ADAM17 inh	ssDAF12 agonist	DAX1 inh-2	Rev-erbA mod	MBD2 inh	hgDAF12 agonist	PLC-beta3 inh	SMARCA2 activ	PLCg1 inh
O=C(CSc1nnc(C2CC2)n1-c1ccccc1)NCCc1ccccc1	-1.7	-0.2	-2	-1.3	0.7	2	5	1.1	3	0	-2
CC(=O)c1ccc(OCCCN2CCCCC2)cc1	0.1	0.9	2	-1.3	0.2	-2	-2	1.9	5	4	5
CC(=O)NC12CC3CC(C1)CC(C(=O)N(C)CC(=O)Nc1ccc(F)c(F)c1F)(C3)C2	-0.1	0.0	0	-1.8	0.4	1	-6	-1.4	-2	-2	1
N#CC(=C1CCCC1)c1nc(-c2ccc(Cl)cc2)cs1	-0.2	1.1	-1	-1.1	1.1	-1	1	4.9	-4	6	-1
COc1ccc2c(c1)[nH]c1c(=O)n(CCc3cnc[nH]3)cnc12	1.1	0.2	-6	-0.7	2.0	0	-7	1.4	-73	3	-62
COc1ccc(CCNC(=O)C2CCN(S(C)(=O)=O)CC2)cc1OC	0.2	0.1	0	-1.6	1.3	-8	-3	0.9	4	1	5
COc1ccc(NS(=O)(=O)c2cc(NC(=O)c3ccc(=O)[nH]c3)ccc2N2CCOCC2)cc1	1.1	0.1	-1	-1.0	0.5	1	2	-2.4	0	1	-1
O=[N+]([O-])c1cc(Cl)c2cccnc2c1O	0.3	-0.2	5	-0.5	-0.4	7	-15	4.6	-2	-3	0
CC1CCN(C(=S)NC2CC3CCC2C3)CC1 (stereo not drawn)	1.0	0.2	4	-1.1	1.1	6	-5	-0.8	1	0	4
CCOC(=O)C1CCC(CN(Cc2ccccc2)S(=O)(=O)c2ccc([N+](=O)[O-])cc2)CC1 (stereo not drawn)	0.6	0.1	-3	-0.8	-0.7	6	8	-5.8	2	-2	-1
COc1ncnc(-c2ccccc2)c1-c1ccccc1	-0.1	-0.3	-2	-1.6	-0.5	1	4	-2.5	-7	-3	0
CCOc1cc(C(=S)N2CCOCC2)ccc1OS(=O)(=O)c1ccc(OC)cc1	-2.0	-1.1	-1	-1.6	0.2	0	-6	-4.2	-2	0	0
CCN(CC)c1ccc(N=Nc2ncn[nH]2)cc1	3.8	1.9	2	-0.5	.	26*	-24	15*	12*	4	3
Cc1nc2c(-c3ccccc3)c(C)nn2c(C)c1CC(=O)O	-0.7	-0.2	-3	-1.0	1.2	-3	2	-0.5	-11	0	-12
COc1ccc(S(=O)(=O)N2CCCCC2)cc1NC(=O)Cc1sc(C)nc1-c1ccc(F)cc1	-1.5	-2.0	5	-1.0	-2.0	0	-3	-3.0	0	3	4
CC(NC(=O)/C(C#N)=C/c1ccc(N2CCOCC2)cc1)c1ccccc1 (stereo not drawn)	-3.7	-0.9	2	-1.6	-0.8	2	-3	-0.1	-100	-5	-69
COc1ccc(CCC(=O)NCCc2cn3c(C)csc3n2)cc1	-1.5	-0.3	-3	-1.1	0.5	1	1	0.4	0	0	-5
COC(=O)c1oc2ccc(Br)cc2c1NC(=O)CN1CCN(C)CC1	-1.0	-0.3	-6	-1.3	1.6	-1	-2	0.0	0	2	3
O=C(CN1CCC(NC(=O)C2CCCCC2)CC1)Nc1ccccc1	0.8	-2.3	-1	-1.0	-0.4	0	3	-2.2	-4	1	1
COc1ccc(OCCCC(=O)OC(C)C(=O)Nc2ccccc2[N+](=O)[O-])cc1 (stereo not drawn)	-0.9	-1.5	2	-1.3	0.8	-2	-1	1.9	-3	-1	3
O=C1c2ccccc2C(=O)N1CCSc1nncs1	-1.2	0.5	-2	-0.8	0.6	-5	0	3.9	1	1	0
CCOC(=O)COc1ccc(S(=O)(=O)N2CCc3ccccc3C2)cc1	-0.4	0.4	-1	-1.5	-0.1	0	2	4.3	-1	-2	2
Clc1cccc(CN2CCC3CC2c2cc(N4CCCCC4)ccc23)c1 (stereo not drawn)	1.7	-1.0	-4	-0.5	1.9	6	0	1.1	2	-2	4
CCC1CCCCN1CCCNS(=O)(=O)c1ccc2c(c1)oc(=O)n2C (stereo not drawn)	1.9	0.9	-1	-0.1	1.1	3	4	0.7	-5	0	-1
CCCCn1c(=O)c2ccccc2c2ccccc2c1=O	-1.1	-0.8	-2	-0.9	-0.5	5	0	-0.8	2	-2	2

The results go on.
SMILES	hcDAF-12 act	DAX1 inh-1	ADAM17 inh	ssDAF12 agonist	DAX1 inh-2	Rev-erbA mod	MBD2 inh	hgDAF12 agonist	PLC-beta3 inh	SMARCA2 activ	PLCg1 inh
Cc1c2c([n+]3n1CCC3)CC(C)(C)CC2=O	-2.9	-0.1	7	-0.9	-1.0	-7	-1	-1.3	3	-2	4
COc1ccc(C2OC(=O)CC2C(=O)NCc2ccccc2Cl)cc1OC (stereo not drawn)	-2.5	-0.5	-7	-1.4	-0.6	6	5	-3.5	-10	0	-3
CC/C(=N\O)c1ccc(OC)c(OC)c1	-0.2	0.0	0	-1.2	1.3	4	-2	0.7	4	1	2
Cc1cn([C@H]2C[C@H](O)[C@@H](CNC(=O)[C@H](N)Cc3cccnc3)O2)c(=O)[nH]c1=O	-1.2	0.3	1	-0.5	0.1	0	-1	-0.8	-1	-4	-39
CC(=O)NC(=S)NNC(=O)CCc1ccccc1	-1.0	0.4	-2	-1.3	1.6	-3	2	-1.9	3	-5	2
Cn1c(=O)c(C(=O)CN2CCCc3ccccc32)c(N)n(Cc2ccccc2)c1=O	3.1	0.2	-4	0.4	-0.3	1	-2	0.1	-29	-2	-23
Cc1ccc(CSCc2ccc(C(=O)O)o2)cc1	-0.9	0.2	-4	-0.6	0.4	-4	-1	3.1	-6	-2	0
Cc1ccc(OCC(=O)Nc2ccccc2Sc2ccccc2)c([N+](=O)[O-])n1	-2.9	0.4	0	-0.5	0.2	-6	-8	1.5	0	-1	-2
COc1ccc(C(=O)Nc2cccc(OC(=O)c3ccco3)c2)cc1	3.9	1.6	2	-0.1	-1.2	-3	-5	14*	-3	3	2
CCC(c1nnnn1Cc1ccco1)N(Cc1cc2cc(OC)ccc2[nH]c1=O)C1CCCCC1 (stereo not drawn)	1.6	0.0	-55	-0.6	0.5	2	-9	-0.5	-213	-1	-174
Cc1noc(C)c1S(=O)(=O)Nc1ccc(C(=O)NCCc2ccccc2)cc1	-1.5	-0.4	-3	-1.0	-0.3	-4	-1	3.5	2	-3	0
O=[N+]([O-])c1cccc(C=Nc2cccc3ccccc23)c1O	2.6	-0.5	-34	0.7	0.4	3	-11	1.3	-70	1	-50
CN(CCc1ccccc1)C(c1cc2ccccc2o1)c1nnnn1C(C)(C)C (stereo not drawn)	-2.2	-1.6	1	-1.1	.	1	1	0.6	2	-2	1
COc1ccc(Cc2nc3c([nH]2)c(=O)n(C)c(=O)n3C)cc1OC	-0.8	-0.7	-17	-0.9	0.3	4	-2	-0.7	1	1	-3
Cc1ccc(C)n1-c1ccc(C(=O)NC2CCN(Cc3ccccc3)CC2)cc1	-1.6	-0.8	6	-0.7	-2.4	8	1	-1.7	-1	-2	-2
CCn1c(CNC(=O)c2ccccc2)nnc1SCC(=O)N1CCN(c2ccccc2)CC1	-0.4	0.1	0	-1.4	3.3	-4	-1	-0.6	2	-3	0
O=C(NCc1ccccc1)C1c2ccccc2OCC(=O)N1Cc1ccc2c(c1)OCO2 (stereo not drawn)	-0.8	1.9	-1	-0.1	.	1	-2	-0.3	1	5	4
COc1cc2[nH]c(C(=O)Nc3ccc(F)cc3)cc2c(OC)c1OC	-2.1	-0.8	-4	-1.8	-2.0	3	-3	-0.9	-36	2	-25
COC(=O)C1=C(N)Oc2cc(C)n(C)c(=O)c2C1c1ccc(Cl)cc1 (stereo not drawn)	0.9	0.0	1	-0.1	-1.0	1	1	-1.6	6	-3	4
COCCCNC(=O)C[C@H]1C[C@@]2(C(=O)OC)C(=C[C@H](COCc3ccccc3)O[C@@H]2C)N(Cc2ccc(Cl)cc2Cl)C1=O	-2.7	-0.5	3	-1.6	.	3	4	-0.2	2	-2	0
COc1ccc(-c2cn3cccnc3n2)cc1Br	-2.6	-0.1	i	-1.3	1.9	0	6	1.8	i	2	i
COc1ccc(C(=O)NCC(=O)N/N=C/c2c(C)[nH]c3ccccc23)cc1OC	1.2	-0.2	-4	-0.5	-1.1	9	6	1.6	-7	-1	2
COc1ccc(CCN=Cc2c(C)[nH]n(-c3ccc([N+](=O)[O-])cc3)c2=O)cc1OC	1.1	0.7	-2	-1.4	-0.5	7	-1	0.9	2	-1	0
Cc1ccc(CCS(=O)(=O)c2ccc(C(C)(C)C)cc2)cn1	-4.1	-0.7	-4	-0.8	-1.9	0	1	-3.7	-2	-5	0
CCCOc1ccc(CNC(=O)C2CCN(c3nn4c(=O)cc(C)nc4s3)CC2)cc1	-1.2	-1.3	-11	-1.6	-0.1	2	-5	-1.3	-5	-1	0

Some of the entries so far, with two lines to a compound:
The line under a structure holds: hcDAF-12 act	DAX1 inh-1	ADAM17 inh	ssDAF12 agonist	DAX1 inh-2	Rev-erbA mod	MBD2 inh	hgDAF12 agonist	PLC-beta3 inh	SMARCA2 activ	PLCg1 inh
Cc1nc2c(-c3ccccc3)c(C)nn2c(C)c1CC(=O)O
 : -0.7	-0.2	-3	-1.0	1.2	-3	2	-0.5	-11	0	-12
COc1ccc(S(=O)(=O)N2CCCCC2)cc1NC(=O)Cc1sc(C)nc1-c1ccc(F)cc1
 : -1.5	-2.0	5	-1.0	-2.0	0	-3	-3.0	0	3	4
CC(NC(=O)/C(C#N)=C/c1ccc(N2CCOCC2)cc1)c1ccccc1 (stereo not drawn)
 : -3.7	-0.9	2	-1.6	-0.8	2	-3	-0.1	-100	-5	-69

Continued.
SMILES	hcDAF-12 act	DAX1 inh-1	ADAM17 inh	ssDAF12 agonist	DAX1 inh-2	Rev-erbA mod	MBD2 inh	hgDAF12 agonist	PLC-beta3 inh	SMARCA2 activ	PLCg1 inh
Cc1c(Br)c([N+](=O)[O-])nn1C(C)C(=O)N1CCc2ccccc2C1 (stereo not drawn)	-0.2	1.3	-3	-0.7	-0.8	9	-2	-0.5	-5	-1	-1
O=C(COc1cc(=O)n2c(n1)SCCC2)c1ccccc1	-1.3	-0.7	0	-1.4	0.5	-4	2	2.7	4	5	2
CCOC(=O)C1=NOC(C(=O)Nc2cc(C)cc(C)c2)(C(=O)C2CC2)C1 (stereo not drawn)	-1.7	0.8	0	-0.9	.	-5	-1	0.9	1	-2	1
CCC(=O)N(Cc1cc(=O)[nH]c2ccccc12)c1ccc(OC)cc1	1.6	0.6	-2	-0.2	0.4	3	-1	1.1	1	0	-1
CCOc1ccc(NC(=O)NC(=O)N(C(C)C)S(C)(=O)=O)cc1	-0.2	0.9	-1	-1.1	-0.5	3	-3	4.5	-4	2	1
O=C(NCc1ccc(Cl)cc1)c1ccncc1	-1.3	-0.2	3	-0.3	-0.8	-8	-5	0.6	0	-3	7
CCOC(=O)C1CCN(S(=O)(=O)c2ccc(C)c(C)c2)CC1	-1.5	0.2	4	-0.9	-0.4	1	0	-2.4	1	-1	5
Cc1ccc2oc(C(=O)N(Cc3ccccc3)C3CCS(=O)(=O)C3)c(C)c2c1 (stereo not drawn)	-0.1	0.1	0	-0.2	0.4	2	2	-3.0	-6	0	0
CN(Cc1ccccc1)C(=O)CCC1CCN(C(=O)c2ccco2)CC1	-0.7	0.1	3	-1.0	0.9	0	5	-2.4	2	-3	2
CCn1c(SCC(=O)NC2CC2)nnc1C(C)Oc1ccccc1 (stereo not drawn)	-0.3	-0.7	0	-1.0	1.2	2	1	0.2	-7	1	1

High-throughput results (PubChem)
